Screening data from PubChem.
rCAG RNA binder – r(CAG) repeat RNA binding | TO-PRO-1 dye displacement fluorescence | 1.3% of 370,000 active | AID 651821 | inhibition, % at 3 µM;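 active means inhibition above the plate cutoff, the mean of all test compounds on that plate plus 3 SD, cut at about 35% in these data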;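 further: 0% = DMSO alone and 100% = 100 µM mitoxantrone as full dye displacement; higher means more dye released from RNA so lower well fluorescence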
HTRA1 inh – inhibitors of human serine peptidase HTRA1. inhibition, % at 5.96 µM. recombinant HTRA1, FP-rhodamine activity-based probe, fluorescence polarization. AID 504803. Q92743. 0.5% of 340,000 active; in the data active means inhibition above about 36%;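 further: 0% = enzyme with DMSO and 100% = wells lacking enzyme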
Target sequence (Q92743 whole entry, looked up): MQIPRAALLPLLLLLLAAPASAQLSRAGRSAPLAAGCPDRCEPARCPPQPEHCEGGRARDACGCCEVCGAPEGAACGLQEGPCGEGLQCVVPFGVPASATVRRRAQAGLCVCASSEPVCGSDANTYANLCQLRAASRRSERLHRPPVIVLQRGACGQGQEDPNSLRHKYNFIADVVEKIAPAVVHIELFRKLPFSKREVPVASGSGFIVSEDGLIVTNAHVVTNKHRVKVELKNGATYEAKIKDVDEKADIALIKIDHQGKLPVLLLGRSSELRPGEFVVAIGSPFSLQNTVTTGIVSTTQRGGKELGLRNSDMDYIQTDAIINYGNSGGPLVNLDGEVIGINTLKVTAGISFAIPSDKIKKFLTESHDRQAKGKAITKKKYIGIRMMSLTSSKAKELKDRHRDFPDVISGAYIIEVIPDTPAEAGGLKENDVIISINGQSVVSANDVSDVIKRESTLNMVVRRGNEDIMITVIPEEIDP
TCR CD3 inh – inhibitors of human TCR-CD3 interaction; TAMRA-labeled TCR probe fluorescence, biochemical; inhibition, % at 9.4 µM; 0.37% of 360,000 active; AID 651800; in the data active means inhibition above about 19%;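 further: recombinant mutant TCR 2C K166C tagged with TAMRA read by polarization; 0% = receptor in buffer alone and 100% = receptor with positive control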
Rev-erbA mod – modulators of human Rev-erb alpha DNA binding | Rev-erbα–FITC-DNA binding, fluorescence polarization, 90 min | AID 1259318 | 0.79% of 370,000 active | activity, % at 10 µM;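 active means activity above about 14%, limit read from the data; passing the limit was not always enough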;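 further: 0% = DMSO wells with 35 nM protein and 100% = DMSO wells with 750 nM protein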
Target sequence (P20393 whole entry, looked up): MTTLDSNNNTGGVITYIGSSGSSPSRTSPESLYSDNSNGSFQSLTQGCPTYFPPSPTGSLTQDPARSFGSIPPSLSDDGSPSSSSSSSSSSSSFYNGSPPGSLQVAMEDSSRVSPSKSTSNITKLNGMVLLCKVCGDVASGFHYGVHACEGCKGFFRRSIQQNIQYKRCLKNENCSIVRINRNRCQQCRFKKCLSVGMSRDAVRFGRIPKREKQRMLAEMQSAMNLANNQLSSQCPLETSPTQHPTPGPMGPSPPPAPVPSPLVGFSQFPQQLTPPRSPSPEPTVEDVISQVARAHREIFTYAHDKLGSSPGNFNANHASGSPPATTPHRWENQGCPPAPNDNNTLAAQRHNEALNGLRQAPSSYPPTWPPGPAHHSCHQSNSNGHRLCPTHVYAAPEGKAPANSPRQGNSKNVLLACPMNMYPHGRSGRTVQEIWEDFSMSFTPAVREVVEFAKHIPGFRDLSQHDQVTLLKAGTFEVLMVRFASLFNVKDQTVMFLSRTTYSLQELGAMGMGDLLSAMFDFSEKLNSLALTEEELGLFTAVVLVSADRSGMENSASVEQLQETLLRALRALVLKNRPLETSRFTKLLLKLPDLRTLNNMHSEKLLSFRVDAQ
ABHD4 inh – inhibitors of mouse ABHD4; purified mABHD4, FP-Rh probe fluorescence polarization; inhibition, % at 8.92 µM; 0.54% of 370,000 active; AID 720543;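 active means inhibition exceeding the mean over every tested compound plus 3 SD, cut at about 30% in these data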;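 further: 0% = plate median of compound wells and 100% = S159A mutant with DMSO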
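Assay system: mABHD4 protein; medium: HEPES pH 7.0, NaCl, Pluronic buffer; dosing: 8.92 µM, single dose; schedule: 45 min + 60 min at 25 °C; signal: FP readout, ex 525 nm / em 598 nm; read-out: normalized percent inhibition of probe labeling; repeats: single replicate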
PG9 binder – small molecules binding HIV-1 gp120 antibody PG9; TR-FRET gp120-PG9 antibody binding; inhibition, % at 6.7 µM; 0.43% of 360,000 active; in the data active means inhibition above about 8.5%
PRMT1 inh – PRMT1 (human) inhibition, primary screen. 1.3% of 370,000 active. recombinant PRMT1, activity-based probe fluorescence polarization. Q99873. inhibition, % at 2.79 µM. AID 652257;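 active means inhibition above about 21% made by adding two undisclosed values, limit read from the data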
LEDGF integ inh – blocks HIV-1 LEDGF/p75-dependent DNA integration; inhibition, % at 3.7 µM; TR-FRET IN-LEDGF/p75 DNA integration, Eu/Cy5; 0.64% of 370,000 active; AID 743269;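 active means inhibition above the screen-wide mean plus 3 SD, cut at about 13% in these data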;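 further: signal is the Cy5 over europium emission ratio at 671 and 618 nm; 0% = plate median of compound wells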
SIAE primary – human SIAE inhibition, primary screen | Q9HAT2 | 0.69% of 370,000 active | inhibition, % at 9.66 µM | SIAE FP-Rh probe binding, fluorescence polarization;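 active means inhibition above a cutoff: mean of compounds within the control limits plus 3 SD of those, cut at about 17% in these data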;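 further: 0% = plate median of compound wells and 100% = probe without SIAE protein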
TDP2 inh – TDP2 (human) inhibition, absorbance primary screen; recombinant TDP2, T5PNP hydrolysis, p-nitrophenol absorbance 415 nm; inhibition, % at 12.8 µM; 0.34% of 370,000 active; AID 720702;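 active means inhibition above the mean of all tested compounds plus 3 SD, set per campaign, cut at about 25% in these data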;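 further: 0% = DMSO with enzyme and 100% = buffer with substrate but no TDP2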
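Incubation: 2 h at 37 °C; Test system: recombinant human TDP2; Quantity: enzyme 120 nM; Read-out basis: percent inhibition; Medium: 50 mM Tris-HCl pH 7.5 with Mg2+, KCl, DTT, BSA; Repeats: single replicate; Compound: 12.8 µM single point, 1% DMSO; Signal: epi absorbance; Reagent: 5 mM T5PNP chromogenic substrate; Benchmarks: no-enzyme high, DMSO-plus-enzyme low.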
* = called active by the depositor; x = no result given; & = joins results of further samples; ! = repeats disagree. Some of the compounds tested (hit frequency here may not be typical).

SMILES	rCAG RNA binder	HTRA1 inh	TCR CD3 inh	Rev-erbA mod	ABHD4 inh	PG9 binder	PRMT1 inh	LEDGF integ inh	SIAE primary	TDP2 inh
CC(C)(C)NC(=O)c1ccccc1NC(=O)C1CCCO1 (configuration not stated)	3	-6	7	-2	13	-0.8	0	2	-3	-5
Cc1cc2c(cc1C)-n1nnnc1C(N1CCN(CC(=O)N3CCCC3)CC1)C(=O)N2 (configuration not stated)	4	x	-1	-7	2	1.0	0	1	-2	-1
O=C(Nc1ccncc1)c1ccc2c(c1)S(=O)(=O)c1ccccc1C2=O	5	-1	-10	-5	3	-0.8	2	3	-3	-6
O=C1c2ccccc2C(=O)N1Cc1nc2ccccc2c(=O)n1CCCn1ccnc1	-2	0	-7	-2	-2	-0.6	-2	-2	0	-24
Cc1ccc(C(=O)NCCNc2nc3cc(C)c(C)cc3cc2C)cc1	-1	-5	5	17	2	8.9*	0	-2	1	-2
CC1(c2ccccc2)NC(=O)N(CC(=O)N2CCc3ccccc32)C1=O (configuration not stated)	2	-4	1	7	-8	-0.6	4	1	3	6
CN(Cc1ccc2c(c1)CCCN2C)C(=O)[C@@H](Cc1ccccc1)NC(=O)[C@H]1O[C@@H](n2ccc(=O)[nH]c2=O)[C@H](O)[C@@H]1O	6	x	5	0	9	-2.7	4	1	3	1
O=C(Nc1ccccc1)OC(CN1CCCCC1)C(F)(F)F (configuration not stated)	-4	2	-4	2	-4	0.1	2	-3	1	-11
COCCN1CCC(CNCc2cn[nH]c2-c2ccc(C)c(C)c2)C1 (configuration not stated)	-7	0	-1	7	-5	-1.3	2	-8	1	-15
Cc1ccc(C(c2sc3nc(C)nn3c2O)N2CCN(c3ccccc3F)CC2)cc1 (configuration not stated)	1	-7	3	2	4	-1.1	1	1	0	-6
COc1ccc(-c2cc3ccc(OC)cc3cn2)cc1	2	-14	3	10	6	-3.6	2	-3	1	6
CCOC(=O)c1nnn(-c2nonc2N)c1CSc1ccccn1	-4	-2	2	-2	5	-1.0	-1	-1	-2	5
COc1cc([N+](=O)[O-])ccc1-c1ccc(/C=N/NC(N)=O)o1	5	3	2	-2	5	0.8	-1	-2	-1	-6
COc1cc2c(cc1OC)[C@@H](NC(=O)c1ccncc1)[C@H](C)[C@H]2c1ccccc1	3	x	-5	-3	1	-0.4	1	0	1	9
COc1ccc(OC)c(S(=O)(=O)NC(C)c2ccc(-n3ccnc3)cc2)c1 (configuration not stated)	1	0	-2	0	0	0.1	-3	4	-4	-11
Cc1ccc(C(=O)OC(C)C(=O)NC2CCCCC2C)s1 (configuration not stated)	-2	7	0	-1	4	1.1	1	-3	5	1
CCOC(CCNC(=O)c1cn(C)c(=O)c2c1c1ccccc1n2C)OCC	-2	1	1	6	9	0.1	-1	0	-2	-11
N#CC1=C(N)Oc2cc(O)ccc2C1c1ccc(Br)s1 (configuration not stated)	11	-15	6	7	3	-0.4	8	2	1	-10
Cc1onc(-c2ccccc2Cl)c1C(=O)N1CCN(C(=O)c2ccco2)CC1	2	-2	1	-3	-3	0.7	-2	-2	9	2
O=C(NCC(=O)N1CCN(S(=O)(=O)c2ccccc2F)CC1)c1ccc2ccccc2c1	-5	-6	5	-2	-4	-2.3	-7	1	-4	-14
CCOC(=O)C1=C(N)Oc2cc(O)ccc2C1c1ccccc1 (configuration not stated)	-1	-7	2	1	-1	-1.1	2	1	3	7
c1cn2c(NC3CCCCC3)c(-c3ccc(SC4CCCCC4)cc3)nc2cn1	50*!	-4	6&0	16&13	2&-7	-0.1&3.5	0&4	0&-1	5&5	-3&12
COc1ccccc1-n1c(SCC(=O)N2CCCC2)nc2cccnc21	-6	0	-4	0	1	-2.8	3	1	-3	5
CS(=O)(=O)c1nc(-c2ccc(Br)cc2)cc(-c2ccccc2)c1C#N	-1	-23	6	1	-3	2.5	-2	2	-5	-3
COc1ccc2c(c1)c(=O)oc1c(C)c(OC(C)C(=O)NCC3CCC(C(=O)O)CC3)ccc12 (configuration not stated)	3	-9	0	-7	9	-1.2	6	1	0	-8
CC(/C=C/c1ccc2c(c1)OCO2)=N/NC(=O)C1COc2ccccc2O1 (configuration not stated)	-4	x	6	-3	3	-3.3	-3	-1	0	-10
CC(C)OCCCNc1ccc(N2C(=O)CCCC2=O)cc1[N+](=O)[O-]	0	-1	-2	8	-3	-2.7	-6	-1	2	5
COC(=O)/C=c1/s/c(=C(/C#N)C(=O)N2CCOCC2)n(-c2ccccc2)c1=O	3	-3	2	3	5	-0.9	-3	-2	-4	-9
Cn1c(Cn2nnc3ccccc32)nnc1SCC(=O)N1CCc2ccccc21	-3	2	0	0	0	-0.5	4	-7	2	-11
CNC(=S)N(C)[C@H]1c2c(ccc3ccccc23)OC[C@H]1CO	2	7	-5	4	1	1.5	-2	-1	3	8
CC1CCN(C(=O)CSCc2ccc(Cl)cc2)CC1	-8	7	8	-4	0	1.9	-2	0	4	2
COC(=O)/C=C1/N/C(=N\c2nc(C)cc(C)n2)N(c2cccc(C)c2)C1=O	1	-3	4	2	2	-1.6	-3	-1	5	-6
Cc1ccc(NS(=O)(=O)c2ccc(OCC(=O)NCC3CCCO3)cc2)cc1 (configuration not stated)	-1	6	4	-4	0	-2.1	1	-3	1	5
C=CCn1c(Sc2nc(C)cs2)nc2c1c(=O)[nH]c(=O)n2C	3	6	5	-4	-4	2.2	-3	0	-4	-2
Cc1cc(C(=O)CSc2nnc(-c3ccncc3)n2-c2ccccc2)c(C)n1C	2	8	8	-2	7	-2.5	7	3	2	8
C=CCn1c(COc2ccccc2)nnc1SCC(=O)Nc1ccc(S(N)(=O)=O)cc1	2	-1	2	-2	-5	-0.4	0	3	3	-13
Cc1ccc(-c2nc3ccccc3c(=O)n2CCCn2ccnc2)cc1	2	3	-5	1	1	2.0	0	2	0	-1
CCOC(=O)C1=CCN(S(=O)(=O)c2ccccc2Cl)C1c1cccc(C)c1 (configuration not stated)	0	x	5	10	-1	0.0	-1	-2	-7	-6
Nc1ccc2nc(SCC(=O)Nc3ccc(N4CCOCC4)c(Cl)c3)sc2c1	8	7	6	0	2	-0.1	0	-2	10	-2
CN(C)c1nc(Oc2ccc(=O)[nH]n2)nc(N2CCOCC2)n1	2	4	0	-5	2	-0.2	-1	3	4	-1

An excerpt from above in order of SMILES length, low to high.
SMILES	rCAG RNA binder	HTRA1 inh	TCR CD3 inh	Rev-erbA mod	ABHD4 inh	PG9 binder	PRMT1 inh	LEDGF integ inh	SIAE primary	TDP2 inh
C=CCn1c(Sc2nc(C)cs2)nc2c1c(=O)[nH]c(=O)n2C	3	6	5	-4	-4	2.2	-3	0	-4	-2
Cn1c(Cn2nnc3ccccc32)nnc1SCC(=O)N1CCc2ccccc21	-3	2	0	0	0	-0.5	4	-7	2	-11
CC(/C=C/c1ccc2c(c1)OCO2)=N/NC(=O)C1COc2ccccc2O1 (configuration not stated)	-4	x	6	-3	3	-3.3	-3	-1	0	-10

Next part.
SMILES	rCAG RNA binder	HTRA1 inh	TCR CD3 inh	Rev-erbA mod	ABHD4 inh	PG9 binder	PRMT1 inh	LEDGF integ inh	SIAE primary	TDP2 inh
O=[N+]([O-])c1ccc(OCC(O)CN(C2CCCCC2)C2CCCCC2)cc1 (configuration not stated)	-2	-1	1	4	-3	-1.6	-1	-1	0	5
CCOC(=O)N1CCC(NC(=O)CS(=O)Cc2nc(-c3ccc(C)cc3)oc2C)CC1 (configuration not stated)	-4	-9	3	2	-3	-2.2	8	-1	4	1
C=CCNC(=O)c1ccc2c(=O)n(CCCN3CCCC3=O)c(=S)[nH]c2c1	-4	3	8	-5	0	-1.9	-4	6	1	9
Cc1ccc(Cn2ccc(-c3cnc(-c4ccccc4)s3)n2)cc1	3	-52	5	3	-9	-2.1	2	1	-11	1
CC1CCN(CC(O)COCCC23CC4CC(CC(C4)C2)C3)CC1 (configuration not stated)	-4	4	5	1	3	-1.8	0	0	4	-9
Cn1ccsc1=NC(=O)c1ccc(=O)[nH]c1	-2	4	0	-2	1	-0.6	2	0	0	8
COc1ccc(C(=O)Nc2ccccc2C(=O)NC(Cc2ccc(O)cc2)C(=O)NNC(=O)c2ccncc2)cc1 (configuration not stated)	15	-13	-7	1	-11	-2.4	3	2	-4	4
COC(=O)CC(NC(=O)Nc1ccccc1F)c1ccc2c(c1)OCO2 (configuration not stated)	-1	-1	-1	6	-3	-1.2	-1	1	7	13
CCC(NC(=O)c1ccc2c(c1)c(C)c(C)n2Cc1ccc(-c2ccccc2C#N)cc1)c1ccccc1 (configuration not stated)	17	x	x	0	-42	x	2	-4	-9	-9
O=C(O)C1C2C=CC(CC2)C1C(=O)O (configuration not stated)	-1	2	0	1	5	-1.2	2	0	0	1
COc1cccc(CNC(=O)c2c(C)nn(-c3ccccc3)c2C)c1	-5	3	0	5	-1	-0.1	3	0	0	10
CCOc1ccc2nc(N(CCN(CC)CC)C(=O)/C=C/c3cccs3)sc2c1	0	-14	-7	-2	3	-0.6	0	1	5	17
O=C(NCCN1CCCC1)C1(S(=O)(=O)c2ccc(Cl)cc2)CC1	3	3	0	-2	-8	-0.7	0	12	4	-13
COc1ccc(N2C(=O)CC(N(Cc3ccc(S(N)(=O)=O)cc3)C(C)=O)C2=O)cc1 (configuration not stated)	3	3	-1	1	0	-2.9	4	-3	12	10
Cc1ccc2c(Cl)c(C(=O)Nc3cccnc3)sc2c1	-2	-9	3	3	0	-1.0	-2	0	-8	-2
O=C(CNC(=O)c1ccc(Cl)cc1Cl)OCCOc1ccccc1	0	1	-6	6	10	-0.6	3	-6	4	-11
Cc1ccccc1OCc1nnc(SCC(=O)Nc2ccc3c(c2)OCO3)n1C	-3	2	0	-1	-4	-2.0	3	2	-11	5
O=C(O)CNc1nc(NCc2ccc(Cl)cc2)ccc1[N+](=O)[O-]	8	-6	3	10	2	-1.4	-9	6	0	-11
CCCCCCSc1ccc([C@@H]2[C@@H]3C(=O)N(C)C(=O)[C@@H]3[C@]3(C(=O)OC)CCCCN23)cc1OC	6	-14	5	2	-12	-3.5	3	1	6	-1
Cc1cnc(C(=O)OCC(=O)Nc2ccc(Cl)cc2Cl)cn1	4	4	12	0	7	-0.7	0	-1	2	0
CCOC(=O)c1ccc(NC(=O)CN2C(=O)CN(C(C)=O)C2=S)cc1	-1	0	-6	1	2	0.9	2	-1	2	-2
COc1ccc(OC)c(NC(=O)CSc2nc3nc(C)cc(C)n3n2)c1	0	1	-4	-2	-9	-1.0	-4	7	-11	-21
CCOC(=O)c1cc(NC(=O)c2c(C)noc2C)cc(C(=O)OCC)c1	-6	-8	0	2	-7	0.5	-3	-3	-8	5
O=c1c2ccccc2nc(-c2ccco2)n1/N=C/c1ccco1	6	1	4	-2	-1	1.0	-2	1	1	-1
c1ccc(Cc2nn3c(COc4ccccc4)nnc3s2)cc1	0	1	3	-1	-1	-2.5	6	2	-8	2
O=C1CCCC(O)=C1N=Nc1ccc2ncsc2c1	15	13	10	-10	21	-9.1	20	10	5	-25
CCc1nc(SCC(=O)NNC(=O)c2ccc(OC)cc2)c2ccccc2n1	-2	-9	1	-6	3	-1.9	4	-2	0	-5
